Screens: PubChem BioAssay, IUPUI and University of Michigan
ST2 inh – IL1RL1 inhibition | inhibition, % for hits at 17 µM | AlphaLISA ST2-Fc/biotin-IL-33 interaction, 1 h | hit rate 2.3% among 78,000; in the data active means inhibition above about 30%; inconclusive means mostly about 10% to 28%
Target sequence (Q01638 whole entry, looked up): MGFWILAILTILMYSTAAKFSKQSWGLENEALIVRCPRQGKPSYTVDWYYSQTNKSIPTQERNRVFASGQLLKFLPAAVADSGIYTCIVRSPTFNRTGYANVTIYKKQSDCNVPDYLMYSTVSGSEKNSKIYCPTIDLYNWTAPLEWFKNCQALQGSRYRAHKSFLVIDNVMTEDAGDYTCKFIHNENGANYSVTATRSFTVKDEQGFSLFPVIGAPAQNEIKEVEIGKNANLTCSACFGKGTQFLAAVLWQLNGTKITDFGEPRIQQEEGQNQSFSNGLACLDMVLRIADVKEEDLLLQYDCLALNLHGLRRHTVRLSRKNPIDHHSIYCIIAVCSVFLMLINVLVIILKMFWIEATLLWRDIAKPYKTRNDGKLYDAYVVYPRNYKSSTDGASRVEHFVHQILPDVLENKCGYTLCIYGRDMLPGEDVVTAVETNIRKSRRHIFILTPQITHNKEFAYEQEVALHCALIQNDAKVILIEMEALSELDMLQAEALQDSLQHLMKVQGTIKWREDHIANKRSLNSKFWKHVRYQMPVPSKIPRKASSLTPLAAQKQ
* = called active by the depositor; i = inactive; ? = inconclusive. Only part of the results is shown, so the mix of outcomes need not match the whole.

SMILES	ST2 inh
O=C(c1ccccc1OC1CCN(Cc2cccc(F)c2F)CC1)N1CCCC1	i
Cc1oc2ccc(OCC(=O)c3ccc(Br)cc3)cc2c1C(=O)OC(C)C	i
CC(Oc1ccc2oc(-c3ccccc3)c(C(=O)O)c2c1)C(=O)O (centres undefined)	?
CCC(=O)N1CCc2cc(S(=O)(=O)NC(C(=O)N3CCCC(C)C3)C(C)C)ccc21 (centres undefined)	i
COc1ccc(/C=C2/SC(=O)N(CC(=O)Nc3ccc(C)c(C)c3)C2=O)cc1OC	?
CN=C(NC#N)NCCSCc1nc[nH]c1C	i
CCc1ccc2nc(N3CCC(C(=O)NCCN4CCOCC4)CC3)sc2c1	i
N=c1ncn(Cc2ccccc2)c2nc(SCCOc3ccccc3)[nH]c12	?
C=CCOc1ccccc1CN1CCSCC1	i
CC(CS(=O)(=O)CC(C)N1CCCCC1)N1CCCCC1 (centres undefined)	i
CC(c1cccc(-c2cc(N3CCOCC3)nc(N)n2)c1)N1CCCC1 (centres undefined)	i
NC(=S)c1ccc[n+]([C@@H]2O[C@H](COP(=O)([O-])OP(=O)(O)OC[C@H]3O[C@@H](n4cnc5c(N)ncnc54)[C@H](OP(=O)(O)O)[C@@H]3O)[C@@H](O)[C@H]2O)c1	i
CCc1nc2nc(C)c(NC(=O)Nc3cccc(C(F)(F)F)c3)c(=O)n2[nH]1	i
Cc1ccc(S(=O)(=O)N2CCOCC2)cc1-c1nnc2c3ccccc3c(C)nn12	i
COc1ccc2cc3cc(C(=O)N(C)c4cccc(C(F)(F)F)c4)oc3nc2c1	i
O=C(c1cccs1)N1N=C(c2ccccc2)CC1c1ccccc1Cl (centres undefined)	?
NC(=O)CNC(=O)C1=C[C@@H](Oc2cc(F)ccc2Br)[C@H](O)[C@H](O)C1	?
Cc1ccccc1-c1nc2c(Cl)cc(Cl)cc2c(=O)o1	?
CCN1CCN(CCCNC(=O)c2cn(CC(C)C)c(=O)c3c2c2ccccc2n3C)CC1	i
O=c1c2nc3ccccc3n2c(=O)n2c1nc1ccccc12	i
CNc1cc(C(=O)N2CCCN(Cc3ccc(F)cc3)C(C(C)C)C2)ccn1 (centres undefined)	i
CN(C)CC1(O)CCCN(C(=O)CCn2cc(Cl)cn2)C1 (centres undefined)	i
CC(=O)Nc1cccc(NS(=O)(=O)c2ccc(Cl)cc2)c1	i
CC(=O)NC(=Nc1nc(C)cc(C)n1)Nc1ccccc1C	?
C=CCn1c(SCC(=O)c2cccs2)nnc1-c1cccc(OC)c1	i
O=C(COc1ccccc1Br)NCc1ccco1	i
O=[N+]([O-])c1ccccc1CN1CCCCCC1	i
Cc1ccc(S(=O)(=O)c2nc(C)oc2NCc2ccccc2)cc1	i
O=C(NC1CCCCC1)c1cc(=O)[nH]c2ccc(Br)cc12	i
Cc1ccc(-c2n[nH]c(=O)c3ccccc23)cc1S(=O)(=O)N(C)C	?
COC(=O)c1c(C)oc2cc(Br)c(OC(=O)c3ccccc3C)cc12	i
O=C(Nc1ccccc1C(=O)N1CCCCC1)c1nsc2ccccc12	i
CC(=O)C1=NN(c2ccccc2C)C2C(=O)N(c3ccc(C)cc3)C(=O)C12 (centres undefined)	i
CCOC(=O)Cn1c(=O)n(-c2ccc(F)cc2)c2nc(-c3cccs3)nc(C(N)=O)c21	i
O=C(Cc1ccccc1)Nc1ccnn1C1CCN(Cc2nc3c(s2)CCCC3)CC1	?
Cc1cc(C)n(C2CCN(C(=O)c3coc(COc4cccc5cccnc45)n3)C2)n1 (centres undefined)	i
COc1cc(CN2CCN(C/C=C/c3ccccc3)CC2)cc(OC)c1O	?
COCCOC(=O)C1=C(C)NC(=O)NC1c1ccccc1O (centres undefined)	i
Cc1cccc(Cn2c(CNS(=O)(=O)c3ccc(Cl)s3)nc3cccnc32)c1	i
C/C(=C\c1ccco1)CN1CCN(c2cc(C)nc(-c3cccnc3)n2)CC1	i

Two entries drawn at random from those above, as already listed:
SMILES	ST2 inh
CCc1ccc2nc(N3CCC(C(=O)NCCN4CCOCC4)CC3)sc2c1	i
O=C(Cc1ccccc1)Nc1ccnn1C1CCN(Cc2nc3c(s2)CCCC3)CC1	?

Other results follow:
SMILES	ST2 inh
Cc1cc(C)cc(N2CCN(C(=O)CS(C)(=O)=O)CC2=O)c1	?
Cc1cc(Br)ccc1N1C(=O)C2CC=CC(C)C2C1=O (centres undefined)	i
C=CCc1cc(Cl)ccc1OCCCCn1ccnc1	?
O=C(CN1CCN(Cc2ccc(F)cc2Cl)C1=O)NCCCN1CCCC1=O	i
Cc1cnc(NC(=O)C2=C(O)c3ccccc3S(=O)(=O)N2C)s1	i
CC(C)NC(=O)CN1CCN(C(=O)c2ccc3nc(C4CCCCC4)oc3c2)CC1	i
CN1CCC(N2CC[C@@H]3[C@H]2C(=O)NC[C@H](CCC(=O)N2CCOCC2)N3C)CC1	?
COc1cc(C(=O)Nc2c3c(nn2-c2cccc(Cl)c2)CS(=O)C3)cc(OC)c1OC (centres undefined)	i
CC(=O)c1ccc(NC(=O)c2ccccc2C)cc1	i
CCOC(=O)c1c(C)n(CC)c2ccc(OC(=O)c3ccco3)cc12	i
O=C(Cn1c2ccccc2c(=O)c2ccccc21)Nc1ccccc1F	i
O=C(CSc1nc2c(c(=O)n1-c1ccccc1)SCC2)N1CCc2ccccc21	i
C=CCN(Cc1ccccc1Cl)C(=O)[C@H](N)Cc1ccccc1	?
O=C(Nc1cc2cccc([N+](=O)[O-])c2oc1=O)c1ccccc1F	i
COCCNC(=O)[C@@H](C)[C@@H]1CC[C@@]2(C)CC[C@H](NC(=O)c3ccccc3)[C@@H](C)[C@@H]2[C@H]1O	i
COc1cc(OC)c(CN2CCN(C)C(C(=O)O)C2)cc1Cl (centres undefined)	i
Cc1ccc(S(=O)(=O)Nc2ccc3oc(C)c(C(=O)O)c3c2)cc1	i
CC(C(=O)N(C)C)N(C)Cc1cccn1-c1ccccn1 (centres undefined)	i
CCOC(=O)C(N)CSC1CC(=O)N(c2cccc(Cl)c2)C1=O (centres undefined)	i
CCCCn1c(CCC)nc2c(=O)n(C)c(=O)[nH]c21	i
CN(C)CC1(O)CCN(C(=O)C2(c3ccccc3)CC2)C1 (centres undefined)	i
C=CCOc1cc(Br)c(/C=C2/NC(=O)NC2=O)cc1OC	i
CN(CCc1ccccc1)C(=O)[C@@]12CNC[C@@H]1CN(S(C)(=O)=O)C2	?
CCCCN1CCC(n2c(=O)[nH]c3ccccc32)CC1	i
O=[N+]([O-])c1nn(-c2ccccc2)[n+]([O-])c1N1CCN(c2ccco2)CC1	i
CCOC(=O)c1nn(CCC(C)C)c2c1CN(C(=O)Cc1sc(C)nc1C)CC2	i
Cc1nsc(NC(=O)NC(C)c2cccs2)n1 (centres undefined)	?
COCCNC(=O)c1cc2c(=O)n3cccc(C)c3nc2n1C	i
COc1cccc(CN2CCc3ccccc3C2)c1	i
O=c1c(Cl)c(O)cnn1Cc1ccccc1	i
O=C(c1ccccc1)c1c[nH]c2cc3c(cc2c1=O)OCO3	?
COc1cccc2c1OCC(C(=O)NCCc1nc3ccccc3s1)C2 (centres undefined)	i
NS(=O)(=O)c1ccc(N=Cc2ccccc2F)cc1	i
Clc1ccc2c(c1)c(-c1ccccc1)nc1nnnn12	i
Cc1ncsc1CCC(=O)NC(C)c1ccccc1-n1cccn1 (centres undefined)	i
O=c1oc2ccccc2c(O)c1C=Nc1ccc([N+](=O)[O-])cn1	i
CC(C)Oc1ccccc1C1CC(=O)NC1=O (centres undefined)	i
Cc1ccc(C)c(OCc2cc(C(=O)NCc3nnc4n3CCC4)no2)c1	i
O=C(NCCCO)c1cccc([N+](=O)[O-])c1	?
O=C(CN1CCN(Cc2ccc(F)cc2Cl)S1(=O)=O)Nc1ccc(F)cc1F	i

20 neighbouring entries out of the list so far:
SMILES	ST2 inh
CCOC(=O)C(N)CSC1CC(=O)N(c2cccc(Cl)c2)C1=O (centres undefined)	i
CCCCn1c(CCC)nc2c(=O)n(C)c(=O)[nH]c21	i
CN(C)CC1(O)CCN(C(=O)C2(c3ccccc3)CC2)C1 (centres undefined)	i
C=CCOc1cc(Br)c(/C=C2/NC(=O)NC2=O)cc1OC	i
CN(CCc1ccccc1)C(=O)[C@@]12CNC[C@@H]1CN(S(C)(=O)=O)C2	?
CCCCN1CCC(n2c(=O)[nH]c3ccccc32)CC1	i
O=[N+]([O-])c1nn(-c2ccccc2)[n+]([O-])c1N1CCN(c2ccco2)CC1	i
CCOC(=O)c1nn(CCC(C)C)c2c1CN(C(=O)Cc1sc(C)nc1C)CC2	i
Cc1nsc(NC(=O)NC(C)c2cccs2)n1 (centres undefined)	?
COCCNC(=O)c1cc2c(=O)n3cccc(C)c3nc2n1C	i
COc1cccc(CN2CCc3ccccc3C2)c1	i
O=c1c(Cl)c(O)cnn1Cc1ccccc1	i
O=C(c1ccccc1)c1c[nH]c2cc3c(cc2c1=O)OCO3	?
COc1cccc2c1OCC(C(=O)NCCc1nc3ccccc3s1)C2 (centres undefined)	i
NS(=O)(=O)c1ccc(N=Cc2ccccc2F)cc1	i
Clc1ccc2c(c1)c(-c1ccccc1)nc1nnnn12	i
Cc1ncsc1CCC(=O)NC(C)c1ccccc1-n1cccn1 (centres undefined)	i
O=c1oc2ccccc2c(O)c1C=Nc1ccc([N+](=O)[O-])cn1	i
CC(C)Oc1ccccc1C1CC(=O)NC1=O (centres undefined)	i
Cc1ccc(C)c(OCc2cc(C(=O)NCc3nnc4n3CCC4)no2)c1	i

(list continues)
SMILES	ST2 inh
CCc1nnc(NC(=O)CCC(=O)O)s1	i
CCOc1cc(-c2ccc(OC)c(OC)c2)cc(=[O+]CC)c2c(C)oc(C)c12	?
O=C(Nc1ccc(-c2csc(-c3ccccc3)n2)cc1)c1cc2ccccc2oc1=O	i
COc1ccc(/C=C2\C=C(c3ccc(Br)cc3)OC2=O)cc1[N+](=O)[O-]	i
S=C(Nc1ccccc1)Nc1nccs1	?
O=C(CSc1nnc2sc3ccccc3n12)Nc1ccccc1F	?
Cc1ncc2c(c1CNC(=O)c1ccc3c(c1)OCO3)CCN(C(=O)/C=C/c1ccccc1Cl)C2	?
CCCCC(=O)Nc1ccc(NC(=O)c2cccs2)cc1OC	i
Cc1nc2c(cnn2-c2ccc(Cl)cc2)c(=O)n1-c1ccc2c(c1)OCCO2	i
CCc1cn(C[C@H](NC(=O)C2CCCC2)C(=O)O)c(=O)[nH]c1=O	?
O=C(Nc1ccc2c(c1)Cc1ccccc1-2)c1ccccc1Cl	i
NC(=O)[C@H](Cc1cccs1)NC(=O)C1=C[C@@H](NC(=O)c2cnccn2)[C@@H](O)[C@H](O)C1	?
OC(CN1CCC(Cc2ccc(F)cc2)CC1)c1ccc(Cl)cc1 (centres undefined)	i
COc1ccc(C(Nc2cccc(C)n2)c2ccc3ccc(C)nc3c2O)cc1C (centres undefined)	?
Cc1c(N=Cc2cc([N+](=O)[O-])ccc2N2CCCCC2)c(=O)n(-c2ccccc2)n1C	44%*
N#CCCN(CCN1CCCC1)S(=O)(=O)c1cccc2nsnc12	i
Cc1ccc2c(c1)CN(C(=O)c1csc(-c3cccs3)n1)CC(C)O2 (centres undefined)	i
c1c(CN2CCC(N3CCSCC3)CC2)nn2c1CNCC2	?
CSc1ccc(-c2cc(=O)c3ccccc3o2)cc1	i
Clc1cc(Cl)c2c(c1)C=C1CCCCC1(N1CCOCC1)O2 (centres undefined)	i
COc1cccc(C2CCN2Cc2c(C)n(CC(N)=O)c3ccccc23)c1 (centres undefined)	i
COc1ccc(-c2cn3ccsc3n2)cc1	?
O=C(CSCc1cccc(Br)c1)NCc1ccccc1	i
CN1CCN(CC(O)COc2ccc(C3CCCCC3)cc2)CC1 (centres undefined)	?
CC1Cc2ccccc2N1C(=O)c1ccc(N2CCCCC2)c([N+](=O)[O-])c1 (centres undefined)	?
O=C(Nc1ccc2c(c1)OCO2)N1CCC(n2cc(C3CCCC3)nn2)CC1	?
CSc1nc2n(n1)C(c1cccs1)C(C(=O)Nc1ccc(C)cc1C)=C(C)N2 (centres undefined)	i
O=C1NC(=O)/C(=C\c2cccc(OCc3ccc([N+](=O)[O-])cc3)c2)S1	i
CC(C)Cn1cc(C(=O)N2CC(C)CC(C)C2)c2c3ccccc3n(C)c2c1=O (centres undefined)	i
COc1ccc(C2C(C(=O)Nc3ccccn3)c3cc(OC)c(OC)cc3C(=O)N2C)cc1 (centres undefined)	i
Cc1cc(C)n(CC(C)NCc2noc(-c3ccc4c(c3)OCO4)n2)n1 (centres undefined)	i
Cc1c(C(C)NC(=O)c2ccc(Oc3ccccc3)o2)cnn1-c1ccccc1 (centres undefined)	?
CCc1cn[nH]c1C1CCN(c2noc(-c3ccccc3)n2)CC1	i
CCc1nc(C2CC(=O)Nc3n[nH]c(-c4cccs4)c32)c(C)[nH]1 (centres undefined)	i
COc1cc(NC(=O)c2ccccc2Br)c(OC)cc1Cl	i
COc1ccc(-c2nc3cc(C)ccn3c2NC(=O)C2CC2)cc1	i
Cc1ccc(C(=O)Nc2ccc(Br)cc2)o1	?
O=C(NCc1cccnc1)C1C2C=CC3(CN(Cc4ccccc4Cl)C(=O)C13)O2 (centres undefined)	i
Cc1nc(C)n(CCCNC2CCN(C(=O)c3ccccc3)CC2)n1	i
COc1cc(C(=O)Nc2c3c(nn2C(C)(C)C)CS(=O)C3)cc(OC)c1OC (centres undefined)	i
COc1ccc2nc3oc(C(=O)N4CCOCC4)cc3cc2c1	i
COc1ccccc1CN1CC(C(=O)NCCCc2cccnc2)CCC1=O (centres undefined)	?
NC(=O)c1cncc(-c2ccccc2-c2ccccc2)c1	i
CC1=C(C(=O)Nc2nc3ccccc3s2)C(c2ccccc2)C2=C(CC(C)(C)CC2=O)N1 (centres undefined)	i
CC(C)CCCC1CN(C(=O)c2ccc3[nH]c(=O)c(=O)[nH]c3c2)CCO1 (centres undefined)	?
O=C(C1CCCCCC1)N1C[C@@H]2CN(C(=O)C3CC3)C[C@]2(C(=O)O)C1	i
O=C(Nc1ccc(F)cc1)N[C@H]1[C@H](O)[C@@H](N2CCOCC2)[C@@H]2OC[C@H]1O2	?
COc1cccc(C(=O)Nc2ccc(Nc3nc(C)cc(Nc4ccc(C)cc4)n3)cc2)c1	i
COc1cc(CN2CCSCC2)c([N+](=O)[O-])cc1OC	?
O=[N+]([O-])c1cccc(CN2CCN(Cc3ccccn3)CC2)c1	i
Cc1ccc2c(c1)C1(C(=O)N2)C(C#N)=C(N)OC2=C1C(=O)CCC2 (centres undefined)	i
